Screening data (PubChem BioAssay)
ANO1 block: mouse TMEM16A channel inhibition, primary screen; Q8BHY3; HEK293 TMEM16A/YFP iodide influx fluorescence, ionomycin; normalized B-score (activity score, 25-100; higher = stronger inhibition) at 10 µM; 310,000 tested, 1.2% active; AID 588511;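 active means ratio plate-corrected score three or more library SD toward inhibition, starting fluorescence score within five deviations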;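 further: score derived from kinetic fluorescence span divided by baseline fluorescence per well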
KCNK3 inh: human KCNK3 channel inhibition, primary screen. O14649. CHO-KCNK3 thallium flux, FluxOR fluorescence; hits give low values. B-score at 10 µM. 340,000 tested, 0.84% active;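 active means B-score under library mean minus 4 SD, starting fluorescence ratio at most library mean plus 5 SD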;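 further: more negative B-score means stronger inhibition of thallium flux through KCNK3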
Target sequence (O14649 whole entry, looked up): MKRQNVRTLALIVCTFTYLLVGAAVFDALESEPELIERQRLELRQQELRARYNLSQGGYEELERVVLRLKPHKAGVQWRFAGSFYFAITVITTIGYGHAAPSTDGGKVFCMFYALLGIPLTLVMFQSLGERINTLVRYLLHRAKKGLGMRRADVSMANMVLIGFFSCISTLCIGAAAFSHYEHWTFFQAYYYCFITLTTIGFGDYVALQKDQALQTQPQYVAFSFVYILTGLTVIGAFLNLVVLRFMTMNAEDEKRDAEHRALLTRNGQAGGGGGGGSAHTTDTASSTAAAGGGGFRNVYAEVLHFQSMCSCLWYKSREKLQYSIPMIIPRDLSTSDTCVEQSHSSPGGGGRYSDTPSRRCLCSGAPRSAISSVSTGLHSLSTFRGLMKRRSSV
hERG protect: hERG (human) protection from proarrhythmic block; Q12809; CHO-hERG, FluxOR thallium flux, dofetilide IC70 present; activation (rescue from dofetilide block), less the hit threshold, % at 10 µM; 310,000 tested, 0.51% active; AID 1511;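 active means activation above the mean of controls blocked by dofetilide plus 5 SD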;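 further: thallium influx through hERG after potassium depolarization seen as dye fluorescence rise; in these data hits start at about 4.7%; inactives centre near -7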
MrgX1 PAM: allosterically activates human MrgX1 receptor signaling. MrgX1-HEK293, Fluo-4 calcium flux, FDSS; hits give high values. B-score at 10 µM. 310,000 tested, 0.63% active;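 active means plate-corrected calcium response at least 3 library SD above typical, normal starting fluorescence, not activating the receptor alone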;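 further: compound read alongside a low EC10 to EC30 dose of BAM8-22 agonist; peak minus trough fluorescence over baseline measured at the second addition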
RGS4 act: potentiators or activators of RGS4 | 310,000 tested, 0.92% active | B-score at 10 µM | AID 463111 | HEK293 M3R/inducible RGS4, carbachol calcium flux Fluo4; hits give low values;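 active means B-score of the integrated calcium signal more than 4 SD below the library mean, with starting fluorescence not abnormally high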;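 further: negative B-score means reduced calcium response which marks RGS4 activation or potentiation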
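Test system: HEK293 cells with stable M3R and inducible RGS4; also added: carbachol at ECmax as muscarinic agonist stimulus; schedule: dye loading 30 min 37 °C, buffer rest 30 min RT; technique: kinetic calcium fluorescence imaging with Fluo4-AM dye, 2 µM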
KCNQ1 block: inhibitors of human KCNQ1 potassium channel; CHO-K1 KCNQ1, FluxOR thallium flux fluorescence; hits give high values; P51787; 310,000 tested, 1.3% active; AID 2642; B-score at 10 µM;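 active means compounds whose thallium flux B-score, printed positive for inhibition, exceeds three library SD while starting fluorescence stays within three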;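 further: channel opened by potassium depolarization with thallium stimulus after 20 min compound exposure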
Target sequence (P51787 whole entry, looked up): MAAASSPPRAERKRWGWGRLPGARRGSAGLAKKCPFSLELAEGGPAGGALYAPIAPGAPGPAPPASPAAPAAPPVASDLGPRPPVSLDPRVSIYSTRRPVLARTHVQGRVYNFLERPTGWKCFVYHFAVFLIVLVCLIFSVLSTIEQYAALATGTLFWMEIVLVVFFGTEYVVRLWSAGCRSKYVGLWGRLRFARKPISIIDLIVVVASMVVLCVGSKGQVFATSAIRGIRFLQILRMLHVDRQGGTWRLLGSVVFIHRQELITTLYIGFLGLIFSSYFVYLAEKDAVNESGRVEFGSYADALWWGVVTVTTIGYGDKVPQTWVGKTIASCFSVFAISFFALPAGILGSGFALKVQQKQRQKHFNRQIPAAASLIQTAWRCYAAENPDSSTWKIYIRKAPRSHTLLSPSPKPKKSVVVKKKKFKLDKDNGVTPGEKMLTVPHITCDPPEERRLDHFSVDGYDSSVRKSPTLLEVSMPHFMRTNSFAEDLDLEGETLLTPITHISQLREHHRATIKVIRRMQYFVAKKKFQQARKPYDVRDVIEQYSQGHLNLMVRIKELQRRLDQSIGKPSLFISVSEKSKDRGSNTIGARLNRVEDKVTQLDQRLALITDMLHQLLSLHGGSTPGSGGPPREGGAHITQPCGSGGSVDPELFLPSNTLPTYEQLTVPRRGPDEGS
KCNQ1 pot: human KCNQ1 channel potentiation or activation | CHO-K1 KCNQ1, thallium flux FluxOR fluorescence; hits give high values | B-score at 10 µM | 310,000 tested, 0.35% active;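 active means fluorescence ratio B-score, a plate-corrected score, at least three library SD, with initial intensity B-score within 5 SD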
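Material: CHO-K1 cells stably expressing KCNQ1. Medium: assay buffer for compound exposure, DMSO matched across wells. Reagent: K+/Tl+ depolarizing stimulus. Compound dosing: single-concentration screen. Times: 37 °C overnight plating, 90-min dark dye load, 20-min compound pretreatment. Technique: FluxOR Tl+ flux fluorescence.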
KCNK9 inh: inhibitors of human KCNK9 two-pore domain potassium channel | Q9NPC2 | HEK293 KCNK9, FluxOR thallium flux fluorescence; hits give low values | B-score at 10 µM | 310,000 tested, 1.2% active;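 active means ratio B-score over 3 SD below the library mean, with starting fluorescence within 5 SD of its mean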;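 further: negative B-score means less thallium flux so channel inhibition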
MrgX1 ag: human MrgX1 receptor agonism, primary screen; MrgX1-HEK293 cells, Fluo-4 calcium fluorescence, agonist mode; hits give high values; B-score at 10 µM; 310,000 tested, 0.44% active;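 active means calcium response B-score plate-corrected fluorescence ratio at least 3 library SD, with starting fluorescence B-score inside 5 SD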
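Test system: Stable human MrgX1 HEK293 cell line | Schedule: Overnight plating before 1 h dye loading | Read-out basis: Baseline-normalised fluorescence change ratio, B-scored | Detection: Kinetic calcium dye fluorescence, Fluo-4 NW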
ANO1 activ: activators or potentiators of mouse TMEM16A chloride channel; Q8BHY3; HEK293 TMEM16A/YFP-H148Q/I152L, iodide quench fluorescence; hits give low values; B-score at 10 µM; 340,000 tested, 0.3% active;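 active means fluorescence-ratio B-score plate-corrected deviation score at least 3 library SD below zero, with starting fluorescence score within 5 deviations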;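 further: channel opened by trigger with iodide after compound preincubation; score built on the fluorescence ratio of max minus min over baseline; more negative score means more quench and so TMEM16A activation or potentiation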
RGS4 block: human RGS4 inhibition. HEK293 M3R/RGS4 inducible, Fluo-4 calcium flux; hits give high values; triggered by carbachol at its EC20. B-score at 10 µM. 310,000 tested, 0.45% active;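 active means B-score, a plate-corrected calcium signal, over three deviations above library mean, with baseline fluorescence within five deviations of library mean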;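 further: RGS4 expression induced by doxycycline in cells with stable M3 receptor; B-score is computed from the integrated fluorescence ratio over baseline after carbachol; higher B-score means a larger calcium signal and so more RGS4 inhibition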
An asterisk follows results filed as active; i = inactive; x = not tested or not shown; & = joins results of further samples. Rows were taken by chance; about 6.3% have a hit in one of these screens.

SMILES	ANO1 block	KCNK3 inh	hERG protect	MrgX1 PAM	RGS4 act	KCNQ1 block	KCNQ1 pot	KCNK9 inh	MrgX1 ag	ANO1 activ	RGS4 block
COc1cccc(CN(C)C(=O)CCc2nnc(-c3ccsc3)o2)c1	i	i	-9	i	i	i	i	i	i	i	i
Cc1ccc2c(c1)C1CC(C)(O2)N(c2cccc(C(=O)NCc3ccccn3)c2)C(=O)N1 (stereo not drawn)	i	i	-17	i	i	i	i	i	i	i	i
Oc1ccc(-c2cn3c(n2)SCC3)cc1	i	i	-4	i	i	i	i	i	i	i	i
OCCCN=c1cc(-c2ccccc2)oc2ccc(Cl)cc12	i	i	-9	i	i	i	i	i	i	i	i
COc1ccc(CCN(C)C(=O)c2ccc(COc3ccccc3)o2)cc1OC	i	i	-11	i	i	i	i	i	i	i	i
Cc1cc(C(=O)COC(=O)c2ccncc2)c(C)n1CCc1ccc(F)cc1	i	i	-2	i	i	i	i	i	i	i	i
O=C(CSc1ncccn1)NC(=O)NCc1ccccc1	i	i	-11	i	i	i	i	i	i	i	i
COc1ccccc1N1CCN(C(CNS(C)(=O)=O)c2cccnc2)CC1 (stereo not drawn)	i	i	-5	i	i	i	i	i	i	i	i
Cc1cc(C)c2nc(N3C(=O)C(O)=C(C(=O)c4ccco4)C3c3ccco3)sc2c1 (stereo not drawn)	i	i	-5	i	-7.9*	i	i	i	i	i	i
CC(C)OC(=O)CSc1nnc(-c2cnccn2)n1C	i	i	-8	i	i	i	i	i	i	-5.8*	i
O=S(=O)(c1ccccc1)C1Cc2ccccc2C1Cl (stereo not drawn)	i	i	-9	i	i	i	i	i	i	i	i
Nc1nc(N)c2ncc(C(=O)CCc3ccccc3)nc2n1	i	i	-6	i	i	i	i	i	i	i	i
COc1ccc(S(=O)(=O)NCCc2ccccc2)cc1	i	i	-12	i	i	i	i	i	i	i	i
Cc1ccc(C=C2C(=O)c3ccccc3C2=O)s1	i	i	-9	i	i	i	i	i	i	i	i
CN1CCN(C(=S)c2ccc(N(C)C)cc2)CC1	i	i	-11	i	i	i	i	i	i	i	i
CN(C)C1=NCCN1CCCC1CCCCC1	i	i	x	i	x	x	x	x	i	i	x
CCOC(=O)C(NC(C)=O)C(OC(C)=O)c1cccc(N(CCO)CCO)c1 (stereo not drawn)	i	i	-7	i	i	i	i	i	i	i	i
O=C1CC(Nc2ccc3ccccc3c2)C(=O)N1Cc1ccccc1 (stereo not drawn)	i	i	1	i	i	i	i	i	i	i	i
CCC(Oc1ccccc1)C(=O)Nc1nnc(C)s1 (stereo not drawn)	i	i	-2	i	i	i	i	i	i	i	i
COc1ccc(N(CC(=O)NCCC2=CCCCC2)S(=O)(=O)c2ccccc2)cc1OC	i	i	-12	i	i	i	i	i	i	i	i
Cc1ccc(C(=O)NC2CC3CCCC(C2)N3C(=S)NCc2ccco2)cc1 (stereo not drawn)	i	i	-21	i	i	i	i	i	i	i	i
CCOC(=O)N1CCN(C(=O)c2ccc(Cn3c(=S)[nH]c4cc(OCC)c(OCC)cc4c3=O)cc2)CC1	i	i	-8	i	i	i	i	i	i	i	i
CC(C)(C)c1cc(=O)n2c(C#N)c(C#N)nc2[nH]1	i	i	-8	i	i	i	i	i	i	i	i
CC(C)c1ccc(NC(=O)COc2ccc(S(=O)(=O)N3CCOCC3)cc2)cc1	i	i	0	i	i	i	i	i	i	i	i
CCCn1c(=O)[nH]c(=O)c2c1nc(-c1ccc(OC)c(Br)c1)n2CCOC	i	i	-17	i	i	i	i	i	i	i	i
COc1ccc(NC(=O)COC(=O)c2ccc(F)cc2F)cc1	i	i	-7	i	i	i	i	i	i	i	i
Cc1ccc(N(CC(=O)NCCSCc2ccco2)S(=O)(=O)c2ccc(F)cc2)cc1	i	i	-21	i	i	i	i	i	i	i	i
CC1(C)Cc2nc3sc4c(N(CCO)CCO)ncnc4c3cc2CO1	i	i	-13	i	i	i	i	i	i	i	i
COc1ccc(N2CCN(C(=O)C3=NNC(=O)CC3)CC2)cc1	i	i	-12	i	i	i	i	i	i	i	i
COc1ccc(OCC(=O)N/N=C(\C)CC(=O)Nc2cccc([N+](=O)[O-])c2)cc1	i	i	-14	i	i	i	i	i	i	i	i
O=C(Nc1ccc(S(=O)(=O)NCc2ccccc2)cc1)Nc1ccc2c(c1)OCO2	i	i	-10	i	i	i	i	i	i	i	i
Cn1cccc1/C=N/NC(N)=S	i	i	-20	i	i	i	i	i	i	i	i
Oc1c(C(c2ccco2)N2CCOCC2)sc2ncnn12 (stereo not drawn)	i	i	-11	i	i	i	i	i	i	i	i
Cc1onc(-c2ccccc2)c1C(=O)Nc1nncs1	i	i	-6	i	i	i	i	i	i	i	i
CCn1ccnc1CN(C)Cc1cn(-c2cccc(C)c2)nc1-c1cccc(F)c1	i	i	-25	i	i	i	i	i	i	i	i
O=[N+]([O-])c1ccc(N=NNc2ccccc2)cc1	i	i	-1	i	i	i	i	i	i	i	i
Cc1nc(Oc2ccc(Cl)cc2)c2oc3ccccc3c2n1	i	i	-2	i	i	i	i	i	i	i	i
CCOc1ccc(C(=O)Nn2cnnc2)cc1OCC	i	i	-13	i	i	i	i	i	i	i	i
CCNC(=O)c1ccc(C2SCC(=O)N2CCc2ccccc2)cc1 (stereo not drawn)	i	i	-3	i	i	i	i	i	i	i	i
Cc1ccsc1C(=O)N1CCN(c2ncc(C(F)(F)F)cc2Cl)CC1	i	i	-11	i	i	i	i	i	i	i	i
FC(F)(F)c1nnc2ccc(N3CCN(c4ccccc4)CC3)nn12	i	i	-9	i	i	i	i	i	i	i	i
CN(c1ccccc1)C1CCCCC1NS(=O)(=O)c1ccc(Cl)cc1 (stereo not drawn)	i	i	-13	i	i	i	i	i	i	i	i
CC(C)(C)N(Cc1ccccc1)C(=O)COC(=O)[C@@H]1CCCN1C(=O)c1cccs1	i	i	-13	i	i	i	i	i	i	i	i
Cc1ccc(CN2C3CCCC2CC(NC(=O)c2ccc(F)cc2)C3)cc1 (stereo not drawn)	i	i	-6	i	i	i	i	i	i	i	i
CCOc1cc(C)c(Cl)cc1S(=O)(=O)NCCOC	i	i	1	i	i	i	i	i	i	i	i
Cc1nn(C)c(Cl)c1CN1CCCC(CO)(Cc2cccc(Cl)c2)C1 (stereo not drawn)	i	i	-5	i	i	i	i	i	i	i	i
CC(NC(=O)Nc1ccccc1)C(c1ccccc1)N1CCOCC1 (stereo not drawn)	i	i	-7	i	i	i	i	i	i	i	i
O=C(NC1CCS(=O)(=O)C1)C1C2CC3CC(C2)CC1C3 (stereo not drawn)	i	i	-17	i	i	i	i	i	i	i	i
O=C(O)CNC(=O)c1ccc(NC(=O)/C(=C/c2ccccc2)NC(=O)c2ccccc2Br)cc1	i	i	-9	i	i	i	i	i	i	i	i
CCCN(CC(=O)Nc1ccccc1C)C(=O)COC(=O)CSc1ccc([N+](=O)[O-])cc1	i	i	-15	i	i	i	i	i	i	i	i
O=C(NCCc1nc2ccc(Cl)cc2[nH]1)C1CCC(=O)N(Cc2cccc(F)c2)C1 (stereo not drawn)	i	i	-4	i	i	i	i	i	i	i	i
Oc1ccc(NCc2ccccc2OCc2ccccc2F)cc1	i	i	-12	i	i	i	i	i	i	i	i
COC(=O)C1=C(N)OC2=C(C(=O)CC(C)(C)C2)C1c1ccccc1OCC#N (stereo not drawn)	i	i	-11	i	i	i	i	i	i	i	i
CN(C)CC(=O)N1CCc2ccccc2C1	i	i	-18	i	i	i	i	i	i	i	i
CCOC(=O)c1c(NC(=O)C(=O)N/N=C/c2ccc(O)c(OC)c2)sc2c1CCCCC2	i	i	-15	i	i	i	i	-8.5*	i	i	12*
O=C(CCCCCN1C(=O)CCC1=O)Nc1ccc(Br)cc1F	i	i	-7	i	i	i	i	i	i	i	i
O=C1C2CCCN2C(=O)N1CCCCN1CCN(c2ccc(F)cc2)CC1 (stereo not drawn)	i	i	-10	i	i	i	i	i	i	i	i
COc1cc2c(N3CCOCC3)cc(O)c(CC(=O)Nc3ccccc3)c2cc1OC	i	i	-1	i	i	i	i	i	i	i	i
CCN1CCN(C(c2ccccc2)c2sc3nc(C)nn3c2O)CC1 (stereo not drawn)	i	i	-9	i	i	i	i	i	i	i	i
COc1cccc(C(=O)/C(C#N)=N/Nc2cccc(-c3ccnc(C)n3)c2)c1	100*	i	-6	i	i	i	i	i	i	i	i
New compounds follow:
SMILES	ANO1 block	KCNK3 inh	hERG protect	MrgX1 PAM	RGS4 act	KCNQ1 block	KCNQ1 pot	KCNK9 inh	MrgX1 ag	ANO1 activ	RGS4 block
O=C(O)c1c(Cl)c(Cl)c(Cl)c(Cl)c1C(=O)N1CCOCC1	i	i	-4	i	i	i	i	i	i	i	i
CNC(=O)c1cc(C(=O)c2ccccc2C(F)(F)F)c[nH]1	i	i	-5	i	i	i	i	i	i	i	i
C[n+]1c2n(c3ccccc31)N=C(c1ccccc1)CS2	i	i	-9&-15	i	i	i	i	i	i	i	i
COC(=O)CNc1ccc2c(c1)OCO2	i	i	0	i	i	i	i	i	i	i	i
COC(=O)Nc1ccc2c(c1)N(C(=O)CCN1CCOCC1)c1ccccc1S2	i	i	-7	i	i	i	i	i	i	i	i
Cc1ccc(S(C)(=O)=O)cc1C(=O)N1CC(C(N)=O)Oc2ccccc21 (stereo not drawn)	i	i	-3	i	i	i	i	i	i	i	i
